Autophagy HCS: alters autophagy in cells. MEF GFP-LC3 puncta imaging; test concentration mostly 10 µM. AID 463193. calls only at 10 µM (by protocol). hit rate 0.98% among 190,000;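 active means percentage of spot-positive cells more than 3 SD above its plate mean, without a fluorescence outlier flag or 80% toxicity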;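 further: spot-positive cell cutoff set from DMSO-treated cells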
MT stabilizer: microtubule stabilization, imaging screen; HeLa tubulin immunostaining HCS, 24 h; share of cells brighter than vehicle mean+2SD; % tubulin-high responders, % at 10 µM; hit rate 0.83% among 200,000; AID 2205;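 active means plate Z-score above 3 for both tubulin-high and condensed-nucleus cell shares, with cell loss under 80%, at 10 µM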;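 further: anti alpha tubulin signal scored within the nucleus-defined area of each cell; some results filed as inactive read as strong as hits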
Insulin prom up: MIN6 insulin promoter up-regulation; MIN6 insulin promoter-GFP reporter, high-content imaging; stronger effect = higher value; z-score at 5 µM; hit rate 0.3% among 190,000;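 active means z-score above 3 at 5 µM with at least 500 cells counted in the well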
b-catenin transl: modulators of beta-catenin nuclear translocation | HeLa beta-catenin nuclear translocation, immunofluorescence imaging | nuclear translocation activity, % at 5 µM | hit rate 0.3% among 190,000 | AID 1665;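 active means nuclear translocation activity above 50% at 5 µM, with a well cell count of 50 or more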;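 further: per-cell ratio of nuclear to cytoplasmic median beta-catenin stain intensity; plate controls were DMSO negative control for no effect and GSK-3 inhibitor IX positive control for full effect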
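Assay system: human HeLa cells, native beta-catenin; doses: 5 µM primary, 0.02–20 µM confirmation; incubation: compound treatment 24 h, 37°C, 5% CO2; technique: fluorescence imaging of beta-catenin antibody stain plus DAPI; measure: % activation, nuclear-to-cytoplasmic median beta-catenin signal ratio per cell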
PMI inhibition: MPI inhibition at elevated mannose 6-phosphate – biochemical, fluorescence intensity, high mannose 6-phosphate, primary screen (AID 1220); recombinant PMI enzyme, coupled fluorescence intensity; higher % means a stronger effect; one-dose inhibition, % at 20 µM; IC50 in µM for titrated hits; hit rate 0.66% among 190,000
human PMI inhibition: inhibitors of human PMI, primary screen, biochemical, fluorescence intensity, coupled assay (AID 1209); purified PMI enzyme, coupled fluorescence intensity; higher % means a stronger effect; inhibition, % at 20 µM, or IC50 in µM where a hit was titrated; hit rate 0.42% among 190,000;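 further: plate controls were DMSO vehicle for no effect and wells lacking substrate for full effect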
TNAP activators: human TNAP enzyme activators, primary screen, biochemical, luminescent, no phosphate acceptor, uHTS (AID 1001). hit rate 0.03% among 200,000. one-dose activation fold at 20 µM; EC50 in µM for titrated hits. purified TNAP, luminescent activation assay, no phosphate acceptor; higher activation fold means a stronger effect; in the data active means activation fold from about 3, or a potency from the dose series; inactive means the rest, 99 in 100 with activation fold below about 1.6; further: many of its hits are not listed in these tables
Lipid droplet: hepatic lipid droplet formation modulation. AML12 mouse hepatocytes, oleate lipid droplets, BODIPY imaging. AID 1656. hit rate 0.4% among 240,000. inhibition, % at 6.5 µM;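 active means lipid droplet intensity inhibited by at least 50%, with more than 500 cells counted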
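Test system: AML12 hepatocytes (mouse); reagent: oleate loading, 100 µM; dosing: one dose, 6.5 µM compound; incubation: overnight exposure; signal: fluorescence imaging, 20x objective, two fields per well; read-out basis: % inhibition of corrected integrated BODIPY droplet signal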
T cell HTS: T cell immune modulators affecting CD8 T cell-vesicle binding; 2C CD8+ T cell-vesicle binding, flow cytometry; stronger effect = lower value; calls only at 7 µM; hit rate 0.068% among 330,000;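 active means response, share of CD8 T cells binding vesicles, and their 90th percentile fluorescence all below set limits, cut at about 80% in these data, passing the limit was not always enough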
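Test system: purified 2C TCR transgenic mouse naive CD8+ T cells. Probe or stimulus: QL9-peptide-loaded Drosophila micro-vesicles bearing Ld, ICAM-1 and B7-1. Incubation: binding step 1.5 h, 37 °C, antibody labelling 20 min, ice. Measured by: flow cytometry of vesicle-bound cells.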
Insulin prom up cell count: further read-out of Insulin prom up, marked with its call; cell count; measured here: cytotoxicity, nuclei count;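 total cells summed across four imaged fields per well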
Lipid droplet cells 6.5 µM: also measured in Lipid droplet; calls as there; cell count; measured here: cell count, cytotoxicity flag;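 cells counted across two imaged fields per well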
b-catenin transl cell count 5 µM: second read-out of b-catenin transl, no call of its own (marks repeat the call); cell count; measured here: cell count, cytotoxicity flag
T cell HTS vesicle-bound %: also measured in T cell HTS; calls as there; double positive events, %; measured here: CD8+ vesicle-bound cell fraction;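 binding gate set so that unloaded-vesicle control wells show 10% double positive cells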
MT stabilizer Hoechst-high %: also measured in MT stabilizer; calls as there; % Hoechst-high responders; measured here: nuclear condensation Hoechst responders;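 share of cells brighter than vehicle mean plus two SD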
MT stabilizer cytotoxicity %: also measured in MT stabilizer; calls as there; toxicity, %; measured here: cytotoxicity by cell density;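 0% = mean cell density of plate MIN control wells and 100% = no cells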
Autophagy HCS cell loss 18 h: second read-out of Autophagy HCS, no call of its own (marks repeat the call); toxicity, %; measured here: cell loss, nuclei count;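 cell loss after 18 h compound exposure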
The depositor's hits bear a star; i = inactive; nt = no result given. Unless noted, no stated cut-off is given here; in the data, active means inhibition above about 50%; inactive means the rest.

SMILES	Autophagy HCS	Autophagy HCS cell loss 18 h	MT stabilizer	MT stabilizer Hoechst-high %	MT stabilizer cytotoxicity %	Insulin prom up	Insulin prom up cell count	b-catenin transl	b-catenin transl cell count 5 µM	PMI inhibition	human PMI inhibition	TNAP activators	Lipid droplet	Lipid droplet cells 6.5 µM	T cell HTS	T cell HTS vesicle-bound %
CCCCN(C(=S)NC(=O)c1ccccc1)c1c(N)n(Cc2ccccc2)c(=O)[nH]c1=O	i	17	1.1	2.9	15	2.1	1465	-1.3	1114	3%	16%	1	0	653	i	49
CCN(CC)c1ccc(NC(=O)c2cc(OC)cc(OC)c2)c(C)c1	i	53	11	51	29	-2.6	896	nt	nt	5%	10%	1.1	-101	340	i	34
O=C(NCCCn1ccnc1)C(=O)NCC1OCCCN1S(=O)(=O)c1ccc(F)cc1 (stereo not given)	i	-20	2.7	2.2	3.2	0.06	1292	-1.8	1119	3%	2%	1.1	5	638	i	48
COc1ccc(-c2csc(NC(=O)CCn3cnc4ccccc4c3=O)n2)cc1OC	i	-6	1.6	1.9	4.1	0.05	1552	-0.2	1409	5%	7%	1.1	nt	nt	i	21
COc1cc(/C=C/C(=O)Nc2nnc(C(C)(C)C)s2)cc(OC)c1OC	i	10	6.1	2.7	0.5	-0.01	1392	-0.8	603	-8%	-11%	1	15	641	i	43
O=C(COC(=O)c1ccc(S(=O)(=O)NCc2ccco2)cc1)NCCC1=CCCCC1	i	-7	1.8	1.5	7.5	-0.48	1302	-5.1	1225	-20%	-10%	1	2	722	i	14
COc1cc(S(=O)(=O)N2CCN3CCCC3C2)ccc1-n1cnnn1 (stereo not given)	i	11	3.7	1.7	11	-0.36	1016	-5.9	1008	-11%	-12%	1.1	nt	nt	i	19
CCCCn1c(=O)c2c(O)cc(=O)oc2c2ccccc21	i	14	3.6	1.9	12	-0.67	1399	1.0	762	5%	2%	1.1	nt	nt	i	10
Cc1ccccc1CS(=O)(=O)c1nnc([C@H](Cc2ccccc2)NC(=O)OC(C)(C)C)o1	i	6	1.1	1.6	5.8	1.4	859	nt	nt	-2%	3%	1	nt	nt	i	42
CCCCC(CC)CNS(=O)(=O)c1ccc2c(c1)CCN2C(=O)CCC(=O)O (stereo not given)	i	12	4.4	1.8	9.3	-0.2	1346	0.1	762	-7%	-4%	0.9	nt	nt	nt	nt
CCCCn1c(=O)c(-c2ccccc2)c(O)c2ccccc21	i	-1	4.7	4.0	8.5	0.27	943	1.2	693	-2%	-2%	1.1	nt	nt	i	41
COC(=O)[C@@]1(Cc2ccc(F)cc2)[C@H]2c3cc(C(=O)N(C)C)n(CCc4ccc(OC)c(Br)c4)c3C[C@H]2CN1C(=O)c1ccccc1	i	8	5.0	2.1	5.0	-1.5	940	-3.0	475	2%	5%	1	-45	735	nt	nt
O=C(CSc1nnc(-c2ccccc2)n1Cc1ccco1)Nc1ccc2c(c1)OCCO2	i	4	1.7	3.3	20	0.11	1188	-7.8	934	0%	2%	1.1	nt	nt	i	44
COc1ccc(N2CCN(C(c3ccccc3)c3sc4nc(C)nn4c3O)CC2)cc1 (stereo not given)	nt	nt	nt	nt	nt	0.56	533	2.9	1063	nt	nt	nt	-3	646	i	18
Cc1cc(=O)oc2cc(OCCSCCN3CCOCC3)ccc12	i	14	7.9	1.7	3.4	0.54	1499	0.2	1420	11%	9%	1.1	nt	nt	i	3
CCn1c(N)c(C(=O)N2CCOCC2)sc1=S	i	4	6.9	3.7	8.7	0.06	1485	2.9	1462	-4%	9%	1.1	nt	nt	i	19
Cc1cc(C(=O)COC(=O)C2=NNC(=O)CC2)c(C)n1CCc1ccccc1	i	10	8.0	1.9	6.3	0.51	945	-1.0	1067	7%	6%	1.1	9	690	i	17
Cn1ncc2c(O/N=C(\N)c3ccc(C(C)(C)C)cc3)ncnc21	nt	nt	nt	nt	nt	-6.5	598	25	529	nt	nt	nt	23	723	i	26
CN(C[C@H](Cc1ccccc1)N(C[C@H](Cc1ccccc1)N(CCC(C)(C)C)N=O)N=O)N=O	i	1	4.6	1.2	9.4	-2.1	1248	-1.9	1200	12%	15%	1	-9	676	nt	nt
C=CCn1c(CCNC(=O)c2ccccc2F)nnc1SCC(=O)Nc1nc(C)cs1	i	-9	5.1	1.5	4.1	-0.14	1226	0.1	1023	4%	6%	1.1	-5	667	i	63
CCC(=O)N1CCc2cc(S(=O)(=O)NCCN3CCCCC3CC)ccc21 (stereo not given)	i	1	3.3	1.9	10	1.9	1140	-3.3	1073	8%	15%	1.1	5	804	i	23
Nc1ccccc1Sc1nc2ccccc2[nH]1	i	-4	1.9	3.4	10	-0.33	1204	2.0	1149	-79%	9%	1.2	-4	657	i	41
NC(=O)c1ccc(NC(=O)CCC(=O)N2CCN(S(=O)(=O)c3ccc(Cl)cc3)CC2)cc1	nt	nt	nt	nt	nt	0.49	1041	-0.3	1333	nt	nt	nt	15	750	i	18
O=Cc1ccccc1-n1cccn1	i	-14	1.4	2.0	6.2	-0.05	1299	-0.4	1106	2%	-4%	1.2	3	707	i	42
CC12CCC(C(=O)Nc3c(Cl)cccc3Cl)(C(Br)C1=O)C2(C)C (stereo not given)	i	8	1.0	3.0	6.3	-0.06	1351	nt	nt	-14%	-25%	1	-7	802	i	28
S=C(NCCc1ccccc1)N/N=C/C1CCCCC1	i	20	5.2	2.7	8.0	-0.33	1216	-1.4	1084	-3%	1%	1.2	5	697	i	59
CCOc1cc(S(=O)(=O)NCc2ccccn2)ccc1Cl	i	0	4.0	2.3	8.5	nt	nt	-6.3	580	-7%	-7%	1	-8	692	i	19
N#CCOC(=O)c1sccc1-n1cccc1	i	-9	2.8	1.6	9.4	-1.5	1414	0.6	1426	0%	9%	1.1	nt	nt	i	27
C=CCSc1nc2ccccc2c(=O)[nH]1	i	-2	4.0	3.1	5.4	-0.82	1042	1.1	1193	0%	-2%	0.8	nt	nt	i	39
O=C(N/C=C\c1ccccc1)NCc1ccc(Cl)cc1Cl	i	0	2.0	0.9	6.0	-0.51	1532	1.4	1331	-2%	3%	1.1	nt	nt	i	56
O=C(Nc1ccc(F)cc1)N1CCN(CCc2ccccc2)CC1	i	21	2.4	2.2	3.3	1	1547	-5.4	1113	-1%	-3%	1.1	-8	639	i	56
CC(Nc1nc(N2CCN(S(C)(=O)=O)CC2)nc2ccccc12)c1ccccc1 (stereo not given)	i	2	2.7	2.2	9.5	-0.42	693	-1.3	1173	-2%	-3%	1.1	-1	697	i	29
O=C(Nc1nccs1)c1sc2cc(Cl)ccc2c1Cl	i	-18	3.4	1.9	6.7	0.08	1465	2.9	1129	14%	11%	1	nt	nt	i	3
Cc1cc(S(=O)(=O)N(Cc2ccc3c(c2)OCO3)CC2CCCO2)ccc1-n1cnnn1 (stereo not given)	i	-4	2.6	1.3	4.8	0.26	924	nt	nt	6%	5%	1.2	7	780	i	46
O=C(N/N=C/C=C\c1ccccc1[N+](=O)[O-])c1ccccn1	i	1	2.0	2.2	8.1	1.4	2218	1.4	944	13%	17%	1.7	-1	664	i	61
CCN(CC)C(=O)C1CCCN(Cc2ccc(F)c(F)c2)C1 (stereo not given)	i	9	2.5	2.7	2.1	0.39	1300	0.4	1126	-10%	-4%	1.1	nt	nt	i	9

Record cards (already shown). Values in the order: Autophagy HCS | Autophagy HCS cell loss 18 h | MT stabilizer | MT stabilizer Hoechst-high % | MT stabilizer cytotoxicity % | Insulin prom up | Insulin prom up cell count | b-catenin transl | b-catenin transl cell count 5 µM | PMI inhibition | human PMI inhibition | TNAP activators | Lipid droplet | Lipid droplet cells 6.5 µM | T cell HTS | T cell HTS vesicle-bound %
CC(Nc1nc(N2CCN(S(C)(=O)=O)CC2)nc2ccccc12)c1ccccc1 (stereo not given) reads i | 2 | 2.7 | 2.2 | 9.5 | -0.42 | 693 | -1.3 | 1173 | -2% | -3% | 1.1 | -1 | 697 | i | 29
S=C(NCCc1ccccc1)N/N=C/C1CCCCC1 reads i | 20 | 5.2 | 2.7 | 8.0 | -0.33 | 1216 | -1.4 | 1084 | -3% | 1% | 1.2 | 5 | 697 | i | 59
C=CCSc1nc2ccccc2c(=O)[nH]1 reads i | -2 | 4.0 | 3.1 | 5.4 | -0.82 | 1042 | 1.1 | 1193 | 0% | -2% | 0.8 | nt | nt | i | 39
O=C(Nc1nccs1)c1sc2cc(Cl)ccc2c1Cl reads i | -18 | 3.4 | 1.9 | 6.7 | 0.08 | 1465 | 2.9 | 1129 | 14% | 11% | 1 | nt | nt | i | 3
Cc1cc(S(=O)(=O)N(Cc2ccc3c(c2)OCO3)CC2CCCO2)ccc1-n1cnnn1 (stereo not given) reads i | -4 | 2.6 | 1.3 | 4.8 | 0.26 | 924 | nt | nt | 6% | 5% | 1.2 | 7 | 780 | i | 46

The list goes on:
SMILES	Autophagy HCS	Autophagy HCS cell loss 18 h	MT stabilizer	MT stabilizer Hoechst-high %	MT stabilizer cytotoxicity %	Insulin prom up	Insulin prom up cell count	b-catenin transl	b-catenin transl cell count 5 µM	PMI inhibition	human PMI inhibition	TNAP activators	Lipid droplet	Lipid droplet cells 6.5 µM	T cell HTS	T cell HTS vesicle-bound %
O=C1CCC/C(=N\NC(=O)NC2CCCCC2)C1	i	9	2.9	2.3	4.5	0.07	1641	0.8	994	13%	16%	1	0	635	i	8
O=C(c1ccc(F)cc1)c1cc2ccccc2o1	i	-11	4.2	3.4	6.7	1.3	1324	2.4	1146	9%	7%	1.1	nt	nt	i	56
COC(=O)c1cccc(NC(=O)Nc2ccc(Cl)c(Cl)c2)c1	i	-3	0.9	0.7	3.6	0.03	1432	-1.0	1362	12%	13%	1.1	nt	nt	i	19
CCc1cc2c(NCC3CCCO3)ncnc2s1 (stereo not given)	i	-1	4.9	1.4	5.6	-1.4	1017	-1.7	926	5%	-2%	1.1	nt	nt	i	32
Cn1c(=O)cc(SCC(=O)NCc2ccc(F)cc2)c2ccccc21	i	-25	6.7	2.5	2.3	0.52	1245	2.0	1026	-9%	-3%	1.1	-9	696	i	42
COc1ccccc1C1CC(c2ccc(F)cc2)Nc2ncnn21 (stereo not given)	i	-12	3.9	4.8	11	-0.46	915	-5.8	1179	-6%	-5%	1	-4	715	i	48

Screening results from PubChem.
